# H37Rv inhibition: M. tuberculosis growth inhibition, HTS (AID 449762). M. tuberculosis H37Rv growth inhibition, 7H9 media; higher % means a stronger effect. hit rate 0.59% among 330,000. inhibition, % at 25 µM, or IC50 in µM where a hit was titrated; in the data active means a potency from the dose series; inconclusive means inhibition above about 70% without an active follow-up result;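 further: bacterial growth assessed after seven days of incubation; strong numbers were not always called active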
# M. tuberculosis: growth inhibition of non-replicating M. tuberculosis (AID 488890); one-dose inhibition, % at 25 µM; IC50 in µM for titrated hits; hit rate 0.39% among 320,000; Mycobacterium tuberculosis non-replicating, growth inhibition; higher % means a stronger effect; in the data active means a potency from the dose series; inconclusive means inhibition mostly from about 82% at the one dose, without a potency; inactive means the rest, 99 in 100 with inhibition below about 76%;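 further: plate controls were DMSO cells for no effect and high antibiotic wells for full effect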
# H1N1 NS1A inhibition: H1N1 influenza NS1A inhibitors, functional cell based assay (AID 504329); NS1A functional cell-based assay, percent inhibition; higher % means a stronger effect; inhibition, % at 12.5 µM, or IC50 in µM where a hit was titrated; hit rate 0.3% among 340,000; in the data active means a potency from the dose series; inconclusive means inhibition above about 27% without an active follow-up result; further: strong numbers were not always called active
# PhoP GFP inhibition: PhoP regulon inhibitors, Salmonella typhi PhoP promoter GFP reporter, confirmatory (AID 1850) | Salmonella Typhi PhoP-promoter GFP reporter, fluorescence, 4 h; higher % means a stronger effect | inhibition, % at 50 µM, or IC50 in µM where a hit was titrated | hit rate 0.33% among 310,000; in the data active means a potency from the dose series; inconclusive means inhibition mostly from about 25% at the one dose, without a potency; inactive means the rest, 99 in 100 with inhibition below about 19%;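 further: 0% = induced wells with vehicle and 100% = uninduced wells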
# inhibitors of VEEV: inhibitors of VEEV TC-83 cytopathic effect, confirmation, Vero cells (AID 588727); Vero cells, VEEV TC-83 cytopathic effect inhibition; higher % means a stronger effect; one-dose inhibition, % at 20 µM; IC50 in µM for titrated hits; hit rate 0.13% among 350,000; in the data active means a potency from the dose series; inconclusive means inhibition mostly from about 14% at the one dose, without a potency; inactive means the rest, 99 in 100 with inhibition below about 12%; further: strong numbers were not always called active
# inhibitors of VEEV 10K pilot screen: further read-out of inhibitors of VEEV, marked with its call; inhibition, %; measured here: 10K pilot screen inhibition
# * marks the source's active call; other numbers are inactive results; i = inactive; ? = inconclusive; . = no result given.
SMILES,H37Rv inhibition,M. tuberculosis,H1N1 NS1A inhibition,PhoP GFP inhibition,inhibitors of VEEV,others
O=C(Nc1nnc(C2CC2)s1)c1cccs1,-22.5%,6.1%,-0.9%,-17.3%,4.4%,
CN(C)CCCNC(=S)NCC(c1ccc(Cl)cc1Cl)c1c[nH]c2ccccc12 (centres undefined),?,78.4%,65.8µM*,52.5µM*,i,
CC(OC(=O)c1ccc([N+](=O)[O-])o1)C(=O)NC1CCCCC1C (centres undefined),32.2%,?,-9.8%,.,i,
CC(/C=C/c1ccccc1)=N\Nc1nc(C)cc(C)n1,-2.7%,70.8%,0.9%,-9.0%,0.8%,
CC(C)OC(=O)CCCCCN1C(=O)CSC1=S,3.5µM*,1.94µM*,-3.5%,-7.7%,3.5%,
O=C(NCCCc1ccccc1)c1cnc2n(c1=O)CCS2,-11.1%,15.6%,-21.4%,-17.1%,2.0%,
Cc1cc(Br)ccc1NC(=O)CN(C)C(=O)c1cc(S(=O)(=O)N(C)C)ccc1N1CCCC1,-2.5%,32.4%,1.8%,-0.6%,6.1%,
O=C(Cn1c(=O)n(Cc2ccco2)c(=O)c2c3c(sc21)CCCCC3)Nc1ccccc1,0.9%,67.2%,9.7%,-9.8%,i,
O=C1CC(=O)Nc2cc(S(=O)(=O)N3CCOc4ccc(Cl)cc43)ccc2N1,-5.2%,25.4%,1.7%,-15.1%,4.3%,
Cc1cnc(N)c2c(=O)oc3ccccc3c12,-11.2%,.,2.9%,4.0%,1.9%,
CC(C)Cn1c(N)c(C(=O)CSc2nc3ncc(Cl)cc3[nH]2)c(=O)n(C)c1=O,1.8%,-15.5%,11.6%,3.6%,12.4%,
CCC(=O)Nc1cc(-c2nn(C)c(=O)c3ccccc23)ccc1OC,-1.8%,6.2%,-1.3%,-11.5%,0.7%,
Nc1nnc(Cc2c[nH]c3ccccc23)s1,-3.0%,5.3%,3.2%,-11.8%,1.5%,
COc1ccc(-n2nc3c(c2NC(=O)c2ccc(S(=O)(=O)N4CCOCC4)cc2)CS(=O)(=O)C3)cc1,-4.7%,-1.4%,3.7%,5.1%,1.3%,
COC(=O)c1cc(OC)c(OC)cc1NC(=O)c1cc(C(C)(C)C)oc1C,2.3%,-0.4%,6.6%,-14.7%,4.8%,
COC(=O)c1ccc(CC(=O)c2c(C)cc(O)cc2O)o1,-6.8%,-23.6%,5.2%,9.1%,3.6%,
Cc1cc(C(F)(F)F)c(C#N)c(SCC(=O)NC2CC2)n1,-6.8%,0.6%,5.6%,0.8%,i,
COc1cc(Br)c(C2CC(=O)Nc3cc(OC)c(OC)cc32)cc1OC (centres undefined),-4.4%,-14.4%,0.8%,11.5%,i,
CCOC(=O)N1CCN(C(c2ccccc2)c2sc3nc(C)nn3c2O)CC1 (centres undefined),1.2%,-18.6%,-3.0%,-4.8%,1.5%,
CN(C)CCCNC(=O)CCC1CCCCC1,-2.4%,-9.9%,1.1%,-3.5%,0.8%,
CCn1c(=O)c2ccccc2n2c(SCC(=O)N3CCc4ccccc4C3)nnc12,-10.0%,4.0%,6.3%,-1.0%,i,
COc1ccc(N(C(=O)c2ccco2)C(C(=O)NC2CCCC2)c2cc(OC)c(OC)c(OC)c2)cc1 (centres undefined),-13.4%,-9.2%,7.5%,6.4%,0.9%,
COc1ccc(C(=O)n2cc(C(=O)c3cc(C)ccc3O)cn2)cc1,-0.7%,78.1%,1.5%,-8.8%,i,
CCc1ccc(OCc2ccc(C(=O)OC)o2)cc1,3.1%,72.2%,1.2%,-4.5%,0.6%,
COc1ccc(NC(=S)N(CCN(C)C)Cc2cccs2)cc1,-8.5%,-2.8%,2.0%,-5.5%,0.8%,
O=C(O)c1c2cc(Br)ccc2nc2[nH]c(=O)[nH]c(=O)c12,.,.,-7.7%,.,1.3%,
Cc1ccc(/C=C/C(=O)OCC(=O)N2CC(=O)Nc3ccccc32)o1,-1.3%,3.0%,2.4%,-2.4%,1.7%,
CCOCCCNC(=O)c1ccc2c(c1)ncn2-c1ccc(C)cc1C,-1.0%,1.0%,1.7%,-2.4%,i,
CN(C)C(=O)C(OC(=O)c1ccc2c(c1)CCCC2)c1ccccc1 (centres undefined),1.5%,19.3%,-4.1%,5.0%,1.2%,
COc1ccc(NS(=O)(=O)c2ccc3oc(SCc4ccc(F)cc4)nc3c2)cc1,10.1%,10.1%,-1.8%,-2.7%,1.5%,
CCOc1ccc(Cl)cc1CN1CCOCC1,-9.2%,-1.4%,-6.8%,-2.0%,0.5%,
O=C(COc1ccc(S(=O)(=O)N2CCOCC2)cc1)NC1CCCC1,-8.5%,5.2%,-3.4%,-13.6%,i,inhibitors of VEEV 10K pilot screen=0.0
Cc1ccc2nc(-c3ccccc3)cc(C(=O)Nc3cccnc3)c2c1,-7.7%,9.3%,-6.6%,.,5.4%,
O=C(NCCc1ccccn1)C1CCCN1S(=O)(=O)c1ccc(Cl)cc1 (centres undefined),-2.6%,-5.6%,-2.0%,-5.0%,i,
CCCCCCn1c(CN2CCCCC2CC)nc2c1c(=O)n(C)c(=O)n2C (centres undefined),10.9%,43.3%,7.7%,-1.3%,3.9%,
Cc1nc2cc(NC(=O)N(C)c3ccc4ccccc4c3)ccc2o1,5.1%,6.7%,-5.1%,7.9%,0.1%,
OCCC1CN(Cc2cccc(-n3cccn3)c2)CCN1Cc1ccccc1 (centres undefined),-1.6%,12.1%,-0.3%,11.7%,0.8%,
CC(OC(=O)c1ccc(NC(=O)CC#N)cc1)C(=O)Nc1nc(-c2ccccc2)cs1 (centres undefined),58.7%,28.7%,2.6%,12.6%,8.3%,
C/C(=N\NS(=O)(=O)c1ccccc1)c1cc(Cl)cc(Cl)c1O,-1.4%,?,-5.7%,-3.5%,i,
COc1ccc(-c2csc3nc(C)nc(N4CCCCC4)c23)cc1OC,11.6%,23.4%,7.0%,3.5%,6.8%,

# Arranged by count of non-hydrogen atoms (highest first): some entries from above.
SMILES,H37Rv inhibition,M. tuberculosis,H1N1 NS1A inhibition,PhoP GFP inhibition,inhibitors of VEEV,others
CC(OC(=O)c1ccc(NC(=O)CC#N)cc1)C(=O)Nc1nc(-c2ccccc2)cs1 (centres undefined),58.7%,28.7%,2.6%,12.6%,8.3%,
COc1ccc(NS(=O)(=O)c2ccc3oc(SCc4ccc(F)cc4)nc3c2)cc1,10.1%,10.1%,-1.8%,-2.7%,1.5%,
OCCC1CN(Cc2cccc(-n3cccn3)c2)CCN1Cc1ccccc1 (centres undefined),-1.6%,12.1%,-0.3%,11.7%,0.8%,
CCOCCCNC(=O)c1ccc2c(c1)ncn2-c1ccc(C)cc1C,-1.0%,1.0%,1.7%,-2.4%,i,
Cc1nc2cc(NC(=O)N(C)c3ccc4ccccc4c3)ccc2o1,5.1%,6.7%,-5.1%,7.9%,0.1%,
C/C(=N\NS(=O)(=O)c1ccccc1)c1cc(Cl)cc(Cl)c1O,-1.4%,?,-5.7%,-3.5%,i,
CCOc1ccc(Cl)cc1CN1CCOCC1,-9.2%,-1.4%,-6.8%,-2.0%,0.5%,

# (cont.)
SMILES,H37Rv inhibition,M. tuberculosis,H1N1 NS1A inhibition,PhoP GFP inhibition,inhibitors of VEEV,others
CS/C(=C\[N+](=O)[O-])Nc1ccc(Cl)cc1,55.3%,?,-9.4%,-3.0%,1.6%,
CCc1ccc(Nc2ccc3nonc3c2[N+](=O)[O-])cc1,36.5%,-1.9%,8.6%,3.5%,0.1%,
CN(CC(=O)NC1CC(C)(C)NC(C)(C)C1)S(=O)(=O)c1cc(Cl)ccc1Cl,0.0%,-8.2%,-20.5%,15.4%,2.2%,
O=C(Nc1ccccc1)c1ccc(Nc2c([N+](=O)[O-])cc([N+](=O)[O-])c3ccccc23)cc1,-12.7%,6.1%,-3.3%,-5.4%,0.9%,
Cc1cc(=O)[nH]c2nnnn12,2.4%,0.3%,-6.7%,-2.7%,0.1%,
CC1CCN(C(=O)Cn2cc(SCC(=O)NCC3CCCO3)c3ccccc32)CC1 (centres undefined),-0.4%,2.4%,1.6%,10.5%,0.8%,
Cc1nc(N2CCN(c3ccccn3)CC2)c2c(C)c(C(=O)N3CCN(c4ccc(F)cc4)CC3)sc2n1,11.1µM*,32.5%,18.0%,4.7%,10.6%,
COc1ccc(-n2nnnc2SCC(=O)Nc2cccc(O)c2)cc1,3.6%,19.5%,-8.9%,-5.1%,2.3%,
CN(Cc1ccccc1)c1nc(-c2cccc([N+](=O)[O-])c2)nc2ccccc12,9.8%,25.4%,-5.5%,-5.2%,i,
CCc1ccc(C(C(=O)NCCOC)N(C(=O)Cn2nnc3ccccc32)c2cccnc2)cc1 (centres undefined),-13.4%,-19.3%,9.6%,-4.4%,6.0%,
Cc1ccc(-c2cc(C(=O)N/N=C/c3c(C)nn(-c4ccccc4)c3C)n[nH]2)s1,.,.,7.4%,.,12.3%,
COc1cccc2c1OC[C@@H](CO)[C@H]2N(C)C(=O)Nc1ccccc1,-4.2%,3.3%,-6.8%,-0.1%,i,
Cc1ccnc(NCc2ccccc2O)c1,1.8%,5.8%,-5.8%,-1.1%,0.9%,
Cc1ccccc1OCC(=O)O/N=C(\N)Cc1cccs1,9.8%,26.3%,-10.5%,18.8%,i,
O=C(CS(=O)(=O)c1ccccc1)N1CCCCCC1,2.4%,-2.5%,3.4%,4.6%,1.5%,
N#CCCN1CCN(Cc2cc(-c3ccccc3)ccc2O)CC1,6.9%,23.0%,3.0%,-6.8%,2.4%,
C[C@@H](C(=O)NCc1ccco1)N1C(=O)N2CCc3c([nH]c4ccccc34)[C@@]2(C)C1=O,2.9%,14.6%,1.6%,12.3%,i,
C/C(=N\Nc1ccc(F)cc1F)c1ccccc1O,?,24.4%,-22.9%,-28.6%,0.7%,
Cc1cc(NC(=O)CSc2nc(-c3cccs3)cc(C(F)(F)F)n2)no1,3.8%,2.9%,3.8%,9.9%,i,
COc1ccc(CC(=O)Nc2ccc3c(c2)OCO3)cc1S(=O)(=O)N1CCOCC1,-0.1%,1.1%,10.1%,-2.4%,i,
O=C(NCc1ccc(F)cc1)C(c1ccccc1)N(C(=O)c1csnn1)c1ccccc1 (centres undefined),4.4%,-1.3%,5.1%,0.5%,5.7%,
CCOC(=O)c1c(NC(=O)C2COc3ccccc3O2)sc(C)c1C (centres undefined),0.2%,19.4%,19.8%,-3.9%,4.0%,
Cc1ccc(C(=O)Nc2ccccc2C(=O)NCC2CCCO2)cc1 (centres undefined),-0.7%,25.1%,34.1%,1.4%,7.7%,
CCOC(=O)C1C(=O)C=C(c2cccs2)CC1c1ccccc1C (centres undefined),6.0%,14.4%,-1.5%,-7.0%,6.0%,
CC(=O)NS(=O)(=O)c1ccc(NC(=O)c2cc(-c3ccc(C)c(C)c3)nc3ccccc23)cc1,?,33.1%,0.0%,-7.1%,8.1%,
CCCn1c(N)c(N(CCOC)C(=O)CSCC(=O)Nc2ccc(C)cc2)c(=O)[nH]c1=O,-4.3%,-7.6%,-3.3%,.,0.5%,
CCc1ccc(C(=O)C(C)OC(=O)Cn2[nH]c(=O)c3ccccc3c2=O)cc1 (centres undefined),-4.8%,-5.7%,5.5%,.,0.8%,
COc1ccc(C(=O)Cn2nnc(-c3ccccc3NC(=O)c3ccco3)n2)cc1,-7.4%,-10.2%,7.1%,-8.4%,2.3%,
O=[N+]([O-])c1ccccc1/C=N/N1CCN(c2ccncc2S(=O)(=O)N2CCCCC2)CC1,3.2%,32.5%,16.2%,-8.2%,3.9%,
O=C(NNC(=O)c1ccccc1O)c1ccc(NS(=O)(=O)c2ccc(F)c(F)c2)cc1,3.0%,-11.8%,-4.3%,6.7%,2.3%,
CCCCn1c(N)c(N(CC)C(=O)c2cc(Br)ccc2Cl)c(=O)[nH]c1=O,3.7%,14.8%,3.9%,-1.7%,1.6%,
Cc1ccccc1-c1ccnc2[nH]n(-c3ccccc3)c(=O)c12,4.9%,5.4%,-26.2%,-0.5%,3.6%,
CCCCNC(=O)c1onc(CSc2cccc(OC)c2)c1C(=O)NCCCC,6.9%,15.2%,8.9%,-10.4%,2.0%,
O=C(NCCS(=O)(=O)c1ccc(Br)cc1)c1ccc(F)cc1,-15.0%,-24.4%,-8.5%,-5.3%,i,

# Rows are unselected; overall some 1.6% were active at least once.
